Source: PubChem BioAssay
PAFAH1B2 inh – PAFAH1B2 (human) inhibition; P68402; recombinant PAFAH1B2, FP-rhodamine activity probe, fluorescence polarization; inhibition, % at 3.39 µM; 1.2% of 340,000 active; AID 492953;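 active means inhibition above the mean of all tested compounds plus 3 SD, cut at about 24% in these data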;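 further: 0% = enzyme with DMSO and 100% = wells lacking PAFAH1B2; many of its hits are not listed in these tables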
Target sequence (P68402 whole entry, looked up): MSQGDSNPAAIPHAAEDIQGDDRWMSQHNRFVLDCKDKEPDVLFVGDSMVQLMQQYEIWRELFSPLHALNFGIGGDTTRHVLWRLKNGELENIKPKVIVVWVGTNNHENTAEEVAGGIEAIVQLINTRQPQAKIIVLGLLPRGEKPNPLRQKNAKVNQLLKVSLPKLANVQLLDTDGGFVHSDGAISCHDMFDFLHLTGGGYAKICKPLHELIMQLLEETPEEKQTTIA
GSTO1 inh – blocks human GSTO1 in RBBP9 counter-screen | recombinant GSTO1, activity-based probe fluorescence polarization | 1.1% of 300,000 active | AID 1974 | inhibition, % at 5.96 µM;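 active means inhibition above the campaign mean inhibition plus 3 SD, cut at about 35% in these data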;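 further: 0% = GSTO1-1 with DMSO and 100% = wells lacking GSTO1-1 enzyme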
Target sequence (P78417 whole entry, looked up): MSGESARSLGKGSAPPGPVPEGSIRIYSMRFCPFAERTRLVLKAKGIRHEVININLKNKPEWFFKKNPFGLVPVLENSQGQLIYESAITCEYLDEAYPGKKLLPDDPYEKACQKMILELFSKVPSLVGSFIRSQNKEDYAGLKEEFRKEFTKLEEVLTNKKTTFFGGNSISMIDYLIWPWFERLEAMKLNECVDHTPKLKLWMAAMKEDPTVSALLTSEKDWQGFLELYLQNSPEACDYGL
PME-1 primary – PME-1 (human) inhibition. recombinant PME-1, FP-Rh probe fluorescence polarization. inhibition, % at 5.9 µM. 0.53% of 320,000 active. AID 2130. Q9Y570;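 active means inhibition above the campaign mean of all compounds plus 3 SD, cut at about 26% in these data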;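 further: competitive labeling of PME-1 active site by serine hydrolase directed probe; 0% = PME-1 with DMSO and 100% = wells lacking PME-1 enzyme; inhibitors block probe labeling so polarization falls and inhibition rises; many of its hits are not listed in these tables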
Fam108B inh – blocks mouse Fam108B hydrolase in RBBP9 counter-screen; recombinant Fam108B, FP-Rh probe fluorescence polarization; inhibition, % at 9.51 µM; 0.33% of 300,000 active;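 active means inhibition above the screen mean inhibition plus 3 SD, computed separately per campaign, cut at about 18% in these data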;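 further: inhibitors lower polarization as less probe binds the enzyme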
PAFAH1B3 inh – PAFAH1B3 (human) inhibition. Q15102. recombinant PAFAH1B3, FP-rhodamine probe, fluorescence polarization. 0.28% of 340,000 active. AID 492972. inhibition, % at 3.39 µM;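 active means inhibition above the screen-wide average of all tested compounds plus 3 SD, cut at about 25% in these data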;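 further: 0% = enzyme with DMSO only and 100% = wells lacking PAFAH1B3 protein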
LYPLA1 inh – LYPLA1 (human) inhibition in PME1 counter-screen. 0.16% of 320,000 active. AID 2174. recombinant LYPLA1, FP-Rh probe fluorescence polarization. inhibition, % at 5.9 µM;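 active means inhibition above the mean of all tested compounds plus 3 SD, set per campaign, cut at about 14% in these data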;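 further: inhibitors block serine hydrolase probe labeling of LYPLA1 so polarization falls; 0% = enzyme with DMSO and 100% = wells lacking LYPLA1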
pPAFAH inh – pPAFAH (human) enzyme inhibition; 1.5% of 330,000 active; AID 463082; recombinant pPAFAH, FP-rhodamine probe fluorescence polarization; inhibition, % at 3.39 µM; Q13093;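 active means inhibition above the mean inhibition across the screen plus 3 SD, cut at about 25% in these data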;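 further: inhibitors block binding of the rhodamine activity-based probe so polarization drops; 0% = enzyme with DMSO and 100% = wells lacking pPAFAH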
Target sequence (Q13093 whole entry, looked up): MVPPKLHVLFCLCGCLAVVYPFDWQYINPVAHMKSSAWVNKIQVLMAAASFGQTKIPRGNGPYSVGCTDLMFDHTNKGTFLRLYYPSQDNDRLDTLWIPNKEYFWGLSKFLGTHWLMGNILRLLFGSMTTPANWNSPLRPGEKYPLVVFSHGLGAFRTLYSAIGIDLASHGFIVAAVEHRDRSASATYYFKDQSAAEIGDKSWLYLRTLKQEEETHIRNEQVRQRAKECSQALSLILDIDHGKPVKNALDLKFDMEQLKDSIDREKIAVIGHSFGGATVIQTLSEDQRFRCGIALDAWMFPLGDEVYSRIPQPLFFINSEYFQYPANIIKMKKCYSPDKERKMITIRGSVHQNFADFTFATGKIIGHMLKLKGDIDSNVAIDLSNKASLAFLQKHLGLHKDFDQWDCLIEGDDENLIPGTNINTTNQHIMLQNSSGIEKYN
PAFAH2 FP inh – inhibitors of human PAFAH2. Q99487. recombinant PAFAH2, FP-rhodamine activity probe, fluorescence polarization. inhibition, % at 3.39 µM. 0.99% of 340,000 active;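 active means inhibition above the mean over all tested compounds plus 3 SD, cut at about 30% in these data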;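 further: inhibitors block probe labeling of enzyme so polarization drops; 0% = enzyme with DMSO and 100% = wells lacking PAFAH2 protein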
PAD4 FP inh – PAD4 (human) enzyme inhibition; 0.41% of 330,000 active; Q9UM07; AID 485272; recombinant PAD4, RCA probe fluorescence polarization; inhibition, % at 6.36 µM;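 active means percent inhibition above a cutoff equal to the mean of all tested compounds plus 3 SD, cut at about 15% in these data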;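 further: 0% = PAD4 with RCA probe and DMSO and 100% = probe without PAD4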
Starred values were filed as active, the others as inactive; nt = no result given.

SMILES | PAFAH1B2 inh | GSTO1 inh | PME-1 primary | Fam108B inh | PAFAH1B3 inh | LYPLA1 inh | pPAFAH inh | PAFAH2 FP inh | PAD4 FP inh
Cc1cc(C(=O)Nc2nccs2)c2cc(F)ccc2n1 | -6 | 2 | 13 | 0 | -5 | 1 | -10 | -4 | 0
COc1cccc(C2=NOC(C(=O)Nc3cccc(C(C)=O)c3)C2)c1 (centres undefined) | 6 | -4 | 3 | -1 | 8 | 1 | 6 | -6 | -3
Cc1cc(N)nc(C)c1C#N | 4 | 0 | -1 | -1 | 5 | 3 | 3 | 6 | -1
COc1cc2c(cc1OC)C(C)N(CC(=O)Nc1ccc(S(=O)(=O)N3CCCC3)cc1)CC2 (centres undefined) | 3 | 7 | -3 | -3 | 4 | 2 | 6 | 8 | 2
CCOc1ccc(C(=S)N2CCCC2)cc1OC | 3 | 1 | 1 | 1 | 7 | -4 | -1 | 0 | -1
Cc1ccc(S(=O)(=O)c2nc(-c3ccccc3)oc2SCC(=O)NCC2CCCO2)cc1 (centres undefined) | -2 | -9 | 5 | -2 | 4 | 1 | 3 | 1 | -1
COc1cc(C2NC(=O)NC(c3ccccc3)=C2C(C)=O)c(Br)c(Br)c1O (centres undefined) | 21 | 6 | 6 | 2 | 10 | 0 | 2 | -1 | -1
CN(C)c1cccc(C(=O)OCC(=O)Nc2ccccc2Sc2ccccc2)c1 | 2 | 6 | 8 | -2 | 1 | 3 | 9 | 15 | 1
Cc1ccc(S(=O)(=O)N2CCN(S(=O)(=O)c3ccc(C)cc3)C3OCCOC32)cc1 (centres undefined) | 3 | 5 | 3 | -1 | 1 | 3 | 6 | 7 | 5
O=C(Cc1ccc([N+](=O)[O-])cc1)N1CCCCCC1 | 5 | 11 | 1 | 0 | 1 | 1 | 3 | -5 | -7
O=C(Nc1ccnn1C1CCN(Cc2cccc(OCCO)c2)CC1)C1CCCC1 | 4 | 2 | 4 | -2 | 0 | 0 | 2 | -4 | 11
Cc1noc(C)c1COc1ccc(C(=O)Nc2ccccc2)cc1 | 3 | 12 | -2 | 2 | 7 | -1 | 6 | 1 | -2
Cc1ccc(-c2cccc(OC(=O)c3ccccc3F)c2)cc1 | 2 | 5 | -6 | -6 | -9 | -2 | 6 | -7 | -4
CC(=O)NC(c1ccco1)c1ccc2cccnc2c1O (centres undefined) | 8 | 7 | 0 | -2 | 1 | 0 | 4 | 4 | -2
Cc1ccc(CN2CC(C(=O)Nc3ccc(C)cn3)CC2=O)cc1 (centres undefined) | 6 | 8 | -2 | 0 | 8 | 0 | 1 | 0 | -3
Cc1c(C(=O)NCCN2CCOC2=O)oc2c(F)cccc12 | 3 | -2 | 1 | -1 | 5 | -1 | 11 | 1 | -1
O=C(COc1ccc(Br)cc1)N1CCN(c2ccccc2)CC1 | -4 | 5 | 7 | 3 | 5 | -5 | 5 | -1 | -1
CC(C(=O)N1CCN(C=O)CC1)N1C(=O)c2ccccc2C1=O (centres undefined) | -2 | 4 | 1 | -1 | -4 | 1 | 1 | -8 | -4
Cc1ccc(S(=O)(=O)N2CCCCC2)cc1NC(=O)CNc1ccccc1N1CCCC1=O | 0 | nt | 16 | nt | 6 | 0 | -1 | 4 | 2
Cc1ccc(S(=O)(=O)N/N=C\c2ccc(C)o2)cc1 | 4 | 1 | -3 | 3 | 4 | -1 | 7 | 9 | 2
COc1ccc(N2C(=O)CCC(C(C)=O)=C2C)cc1 | 1 | 2 | 4 | 0 | 10 | 3 | -1 | 1 | -1
CCCC1Cc2c(sc(N)c2C#N)CO1 (centres undefined) | 0 | 10 | 2 | 1 | 4 | 8 | 5 | -4 | -4
CC(Cc1cccs1)N(Cc1ccc(Cl)cc1)C(=O)c1ccncc1 (centres undefined) | 5 | 4 | 6 | 0 | 12 | -1 | 6 | 1 | 11
COc1ccc(OCCN(C)Cc2c(O)ccc3ccccc23)cc1 | 10 | 2 | -3 | -1 | 9 | -4 | 9 | -6 | -4
O=C(COc1ccc(-c2nnco2)cc1)N1CCOCC1 | 1 | nt | nt | nt | 16 | nt | 8 | -8 | 3
O=[N+]([O-])c1ccccc1N=Nc1ccc(O)cc1 | 7 | 6 | 8 | 1 | 1 | -3 | 1 | 9 | 4
COc1ccccc1OCc1nc2ccccc2s1 | -1 | 0 | -2 | 2 | 1 | 1 | 1 | -1 | -3
CN(Cc1cc2ccccc2[nH]c1=O)C(=O)COc1ccccc1 | 4 | 0 | 2 | 4 | 4 | 1 | 2 | -5 | 0
COc1cc(OC)c(NS(=O)(=O)c2cn(C)cn2)cc1Cl | 6 | 12 | 0 | 2 | 8 | -2 | 0 | 4 | 2
NC(=O)c1nsc(C(=O)N(CC(=O)NC2CCCCC2)c2ccc(Cl)cc2)c1N | -5 | 0 | -6 | -2 | 3 | 1 | 9 | -1 | 0
Cc1nc(Nc2cc(F)ccc2C)c2nnn(Cc3ccccc3)c2n1 | -2 | -1 | -2 | -2 | 3 | -2 | 4 | -8 | -1
Cc1nn(Cc2c(F)c(F)c(F)c(F)c2F)c(C)c1NC(=O)c1ccc(COc2ccc(Cl)cc2Cl)o1 | -2 | 0 | -16 | -13 | 1 | -12 | -2 | -17 | 0
Oc1ccc(/C=N/n2c(-c3ccco3)csc2=Nc2cccnc2)c(O)c1 | 9 | 12 | 20 | 5 | 10 | 0 | 19 | 10 | -2
COc1ccc(CC(=O)N[C@@H]2c3cc(OC)c(OC)cc3C[C@H]2OCc2ccccc2)cc1 | 5 | nt | nt | nt | 5 | nt | 0 | 1 | 1
CC(C#N)(Cc1ccccc1)Nc1ccccc1 (centres undefined) | 4 | 8 | -3 | 1 | -7 | -3 | 0 | -5 | -1
COC(=O)c1cc(=O)n(Cc2cccs2)c(=Nc2ccc(F)cc2)s1 | -1 | -5 | -12 | -11 | -2 | -8 | -10 | 1 | -5
CCN(CC)C(=O)n1c(Cc2ccccc2)nc2ccccc21 | 6 | -5 | -1 | 5 | 11 | 5 | 4 | 1 | -2
N=C1/C(=C\c2ccc(SCc3ccccc3)o2)C(=O)N=C2SC=NN12 | 20 | -17 | -18 | -2 | 0 | -5 | 14 | 26 | -5
CCCCN1C(=O)C2C3C=CC(C2C1=O)C1C2C(=O)N(CCCC)C(=O)C2C31 (centres undefined) | -3 | 1 | -2 | 1 | 7 | -1 | -3 | -5 | -2
Cc1ccc(C(=O)N/N=C2\CCSC2)cc1[N+](=O)[O-] | 4 | 5 | 4 | 1 | 8 | 1 | 4 | -6 | 7
COc1ccccc1N1CCN(C(=O)c2cc(-c3ccc(C)cc3)on2)CC1 | 1 | 4 | 4 | 3 | 17 | -2 | 11 | 14 | -1
Cc1cccc(C(=O)NC(=S)N2CCc3ccccc3C2)c1 | -1 | 0 | 5 | 1 | -1 | -3 | 3 | -3 | 2
O=[N+]([O-])c1ccc(O)c(C2=NNC(c3ccccc3F)C2)c1 (centres undefined) | 5 | -3 | 12 | 5 | 3 | 1 | 13 | 4 | -4
COc1ccc(C2NC(=O)CCC2[N+](=O)[O-])cc1 (centres undefined) | 0 | -1 | -2 | -1 | 11 | 2 | 4 | -2 | 2
O=C(Nc1cc(C(=O)N2CCCC2)ccc1N1CCCC1)C1CC1 | 4 | -2 | 0 | -5 | 2 | 1 | 6 | -6 | 2
CCSc1ncc(/C=N/Nc2ccccc2)n1C | 3 | 9 | 6 | 5 | 3 | -2 | -1 | 5 | 1
CCN(CC(=O)Nc1ccc(NC(C)=O)cc1)C(=O)c1ccc(N2CCC(C)CC2)c([N+](=O)[O-])c1 | 2 | nt | -6 | nt | 2 | -1 | 11 | 0 | 1
CCCN(C(=O)/C=C/c1ccc(S(=O)(=O)N(CC)CC)cc1)C1CCS(=O)(=O)C1 (centres undefined) | 7 | nt | nt | nt | -2 | nt | 0 | -2 | -1
O=C(O)c1ccccc1N(c1ccccc1)c1ccccc1 | nt | 24 | 3 | 1 | nt | -1 | 7 | nt | -2
COc1cc(Cl)c(C)cc1NC(=O)COC(=O)c1ccc(CN2CCCC2=O)cc1 | -6 | nt | -8 | nt | 0 | 1 | 9 | 43* | 2

Going on with the list:
SMILES | PAFAH1B2 inh | GSTO1 inh | PME-1 primary | Fam108B inh | PAFAH1B3 inh | LYPLA1 inh | pPAFAH inh | PAFAH2 FP inh | PAD4 FP inh
O=C(COC(=O)CCC(=O)c1ccc(F)cc1)NCc1ccccc1Cl | 4 | nt | nt | nt | 4 | nt | 14 | 7 | 5
Cc1ccnc(NC(=O)c2ccco2)n1 | 10 | -1 | 7 | -3 | 5 | 2 | 5 | 5 | -4
COC(=O)C(C(=O)OC)C(c1ccccc1)C(C(=O)c1ccccc1)[N+](=O)[O-] (centres undefined) | 2 | -2 | -2 | -3 | -2 | -1 | 0 | -14 | 0
CC(C)Cn1c(SCC(=O)N2CCc3ccccc3C2)nc(O)cc1=O | 3 | nt | nt | nt | 7 | nt | 20 | 14 | -3
NC(=O)CC(NC(=O)Cc1cccc2ccccc12)c1ccc(NCC2CC2)c([N+](=O)[O-])c1 (centres undefined) | -3 | 3 | -2 | -3 | 7 | 2 | -1 | -7 | 1
CCc1cccc(C)c1NC(=O)CN(C)Cc1ccccc1F | 5 | 2 | 2 | -2 | -2 | 2 | -5 | -2 | 1

Not all compounds are listed; count on the stated rates, not on these rows.
